Compound activity from PubChem.
HSF1 inh = HSF1 inhibition; NIH3T3-HGL HSE-luciferase, MG132-induced, luminescence 8 h; stronger effect = lower value; activity change, negative = inhibition, % at 7.5 µM (by protocol); 0.77% of 300,000 active;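 active means more than half of replicate wells show activity change below -50%, luminescence cut by over half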;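 further: luciferase reports HSF-1 transcriptional activity via heat shock element; 0% = median of DMSO wells and -100% = zero luminescence signal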
HSP90 refold inh = blocks HSP90-mediated luciferase refolding in reticulocyte lysate; Rabbit reticulocyte lysate, luciferase refolding luminescence, 3 h; inhibition, % at 5.6 µM; 0.91% of 290,000 active;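 active means inhibition above the screen-wide mean plus 3 SD, computed separately per campaign, cut at about 16% in these data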;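 further: 0% = DMSO wells and 100% = 60 µM geldanamycin wells; inhibitors lower the luminescence because luciferase stays unfolded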
Dyrk1A ADPGlo = Dyrk1A (rat) kinase inhibition | ADP-Glo luminescence, NFATc1 peptide | inhibition, % at 12.5 µM | 0.43% of 310,000 active; in the data active means inhibition above about 50%;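 further: plate controls were vehicle with enzyme for no effect and no enzyme for full effect; many of its hits are not listed in these tables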
Platelet DG rel = platelet dense granule release activity; inhibition, %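 (compounds screened at 7.5 µM in platelet-rich plasma)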; AID 1663; 0.22% of 300,000 active; human platelet-rich plasma, SFLLRN dense granule ATP release, luminescence;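 active means mean replicate score, as percent of positive control, at or above 50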
KLF5 inh = kruppel-like factor 5 inhibition | DLD-1 KLF5 promoter-luciferase reporter, luminescence | inhibition, % at 5 µM | 0.23% of 290,000 active;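 active means inhibition above a per-plate limit of that plate's mean compound inhibition plus 3 SD, cut at about 60% in these data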;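 further: 0% = DMSO wells and 100% = LY294002 at 200 µM; higher means less KLF5 promoter-driven luciferase light; inactives centre near -14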
IEC-6 tox = IEC-6 cytotoxicity, counter-screen for KLF5 inhibitors | luminescence viability | AID 1825 | 0.78% of 290,000 active | inhibition, % at 5 µM; in the data active means inhibition above about 22%;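 further: 0% = plate median of test compound wells and 100% = cytotoxic reference compound wells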
aSyn 5UTR inh = 5' untranslated region of α-synuclein, MLPCN primary screen. alpha-synuclein 5'UTR reporter, inhibitor activity. inhibition, % (tested at 7.5 µM). 0.82% of 300,000 active. AID 1813; in the data active means inhibition above about 60%;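 further: H4 neuroglioblastoma cells stably carrying SNCA 5'UTR luciferase fusion; 0% = DMSO wells and 100% = positive control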
HSF1 activator = increases HSF-1 driven luciferase reporter signal; activation, % at 9 µM; NIH3T3-HGL HSF-1 luciferase reporter, MG132, 8 h; 100% = twice DMSO control signal; 1.7% of 300,000 active;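 active means mean replicate activation of at least 50% with a set share of replicates each reaching 50%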;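 further: 0% = median of the neutral control wells and 100% = twice that signal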
GSK3 alpha inh = blocks human GSK-3 alpha kinase | P49840 | 0.1% of 320,000 active | inhibition, % at 10 µM | ADP-Glo luminescence, 60 min | AID 2650;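 in the data active means inhibition above about 50%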;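 further: GST-tagged GSK-3 alpha with peptide substrate and 25 µM ATP; 0% = DMSO neutral wells and 100% = GW8510 positive control wells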
Target sequence (P49840 whole entry, looked up): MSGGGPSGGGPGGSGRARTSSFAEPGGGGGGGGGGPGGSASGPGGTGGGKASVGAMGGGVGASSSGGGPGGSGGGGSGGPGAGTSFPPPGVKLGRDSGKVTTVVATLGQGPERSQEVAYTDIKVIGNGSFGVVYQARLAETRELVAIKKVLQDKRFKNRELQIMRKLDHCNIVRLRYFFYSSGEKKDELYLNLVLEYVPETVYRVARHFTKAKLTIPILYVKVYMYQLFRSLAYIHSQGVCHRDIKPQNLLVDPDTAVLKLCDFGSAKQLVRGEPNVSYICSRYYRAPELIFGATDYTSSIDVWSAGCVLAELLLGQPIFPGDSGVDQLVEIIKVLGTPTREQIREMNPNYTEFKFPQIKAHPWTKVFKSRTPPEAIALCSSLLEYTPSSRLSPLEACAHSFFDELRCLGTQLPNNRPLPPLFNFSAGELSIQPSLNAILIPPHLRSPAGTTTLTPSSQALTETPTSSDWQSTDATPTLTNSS
GSK3beta inhib = human GSK3beta kinase inhibition. GST-GSK3beta kinase, ADP-Glo luminescence, 60 min; stronger effect = lower value. activity score (negative = inhibition), % at 10 µM. 0.038% of 300,000 active. AID 2097;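 active means more than half of replicate wells score below -50%, meaning over 50% inhibition versus plate controls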;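 further: 0% = median DMSO wells and -100% = median GW8510 positive control wells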
Target sequence (P49841 whole entry, looked up): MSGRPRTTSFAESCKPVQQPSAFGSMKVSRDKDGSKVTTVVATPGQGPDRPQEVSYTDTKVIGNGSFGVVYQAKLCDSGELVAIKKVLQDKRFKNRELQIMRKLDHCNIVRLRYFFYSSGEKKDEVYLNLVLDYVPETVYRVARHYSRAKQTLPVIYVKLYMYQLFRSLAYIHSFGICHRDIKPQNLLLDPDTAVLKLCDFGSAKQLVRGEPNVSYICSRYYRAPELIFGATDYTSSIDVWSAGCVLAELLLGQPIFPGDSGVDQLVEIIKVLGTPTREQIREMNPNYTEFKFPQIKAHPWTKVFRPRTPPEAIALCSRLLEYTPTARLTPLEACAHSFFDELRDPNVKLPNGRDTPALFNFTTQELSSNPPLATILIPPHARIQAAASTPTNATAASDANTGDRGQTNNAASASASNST
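Assay system: GST-fused GSK3beta enzyme, cell-free / Medium: Tris pH 7.5 buffer with MgCl2, DTT, BSA, heparin / Also added: peptide substrate plus 25 µM ATP (final) / Compound: 10 µM single point / Timing: kinase reaction with compound 60 min at room temperature / Detection: ADP-Glo luminescence / Benchmarks: DMSO neutral wells and GW8510 at 20 µM as positive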
Numbers without * were called inactive; · = no result given.

A first look, 11 compounds:
SMILES	HSF1 inh	HSP90 refold inh	Dyrk1A ADPGlo	Platelet DG rel	KLF5 inh	IEC-6 tox	aSyn 5UTR inh	HSF1 activator	GSK3 alpha inh	GSK3beta inhib
CC(=O)NC(c1ccc2ccccc2c1)c1ccc2cccnc2c1O (stereo not drawn)	-24	11	0	-9	77*	99*	57	-21	-7	-2
COCCN(C(=S)Nc1cc(C)ccc1C)C(C)c1cccnc1 (stereo not drawn)	0	1	-8	-2	-20	5	7	-12	-1	1
COc1cc(C2C(C#N)=C(N)OC3=C2C(=O)CCC3)ccc1OC(=O)N1CCOCC1 (stereo not drawn)	-7	2	17	-8	-5	-5	-18	2	1	-5
COc1cccc(C2/C(=C(/O)c3ccc4c(c3)CC(C)O4)C(=O)C(=O)N2c2nnc(C)s2)c1 (stereo not drawn)	1	-4	-5	10	5	-11	5	15	-1	0
COCc1c(C#N)c(NCc2cc(OC)c(OC)c(OC)c2)nc(C)c1[N+](=O)[O-]	1	1	13	-7	-27	2	1	-18	-2	2
CC(C)(C)NC(=O)c1cc(C(C)(C)C)c(O)c(C(C)(C)C)c1	-6	0	-3	-6	-12	-10	33	11	1	-1
CCOC(=O)c1c(NC(=O)CSc2nccc(=O)[nH]2)sc(C)c1C	6	-4	3	0	-15	-2	4	5	0	-2
CCCCc1ccc(NC(=O)CSC2=C(C#N)C(c3ccco3)C3=C(CCCC3=O)N2)cc1 (stereo not drawn)	10	-4	1	-1	-22	-6	24	20	-2	1
COc1ccccc1NC(=O)C1CC(O)CN1C(=O)Oc1ccccc1 (stereo not drawn)	2	1	0	3	-21	4	15	9	0	-1
CCCn1c(O)c(N=N)c2ccccc21	-3	-6	·	5	-19	-4	7	-3	1	-1
COc1cc(CCC(=O)OCC(N)=O)cc(OC)c1OC	-3	-1	-3	5	-19	-3	-6	-4	0	1

The whole of this part (from the top)
SMILES	HSF1 inh	HSP90 refold inh	Dyrk1A ADPGlo	Platelet DG rel	KLF5 inh	IEC-6 tox	aSyn 5UTR inh	HSF1 activator	GSK3 alpha inh	GSK3beta inhib
CC(=O)NC(c1ccc2ccccc2c1)c1ccc2cccnc2c1O (stereo not drawn)	-24	11	0	-9	77*	99*	57	-21	-7	-2
COCCN(C(=S)Nc1cc(C)ccc1C)C(C)c1cccnc1 (stereo not drawn)	0	1	-8	-2	-20	5	7	-12	-1	1
COc1cc(C2C(C#N)=C(N)OC3=C2C(=O)CCC3)ccc1OC(=O)N1CCOCC1 (stereo not drawn)	-7	2	17	-8	-5	-5	-18	2	1	-5
COc1cccc(C2/C(=C(/O)c3ccc4c(c3)CC(C)O4)C(=O)C(=O)N2c2nnc(C)s2)c1 (stereo not drawn)	1	-4	-5	10	5	-11	5	15	-1	0
COCc1c(C#N)c(NCc2cc(OC)c(OC)c(OC)c2)nc(C)c1[N+](=O)[O-]	1	1	13	-7	-27	2	1	-18	-2	2
CC(C)(C)NC(=O)c1cc(C(C)(C)C)c(O)c(C(C)(C)C)c1	-6	0	-3	-6	-12	-10	33	11	1	-1
CCOC(=O)c1c(NC(=O)CSc2nccc(=O)[nH]2)sc(C)c1C	6	-4	3	0	-15	-2	4	5	0	-2
CCCCc1ccc(NC(=O)CSC2=C(C#N)C(c3ccco3)C3=C(CCCC3=O)N2)cc1 (stereo not drawn)	10	-4	1	-1	-22	-6	24	20	-2	1
COc1ccccc1NC(=O)C1CC(O)CN1C(=O)Oc1ccccc1 (stereo not drawn)	2	1	0	3	-21	4	15	9	0	-1
CCCn1c(O)c(N=N)c2ccccc21	-3	-6	·	5	-19	-4	7	-3	1	-1
COc1cc(CCC(=O)OCC(N)=O)cc(OC)c1OC	-3	-1	-3	5	-19	-3	-6	-4	0	1
N#CC1=C(c2ccc(-c3ccccc3)cc2)COC1=O	3	7	-3	-8	-1	-6	-42	5	-1	5
CCN(CCNC(=O)C1CCCN(c2ncnc3c2nc2n3CCCCC2)C1)Cc1ccccc1 (stereo not drawn)	-3	-4	0	1	-23	6	0	-10	-5	0
CC/C(=N/Nc1ccccc1C)c1cnnc(SC)n1	-4	-4	-2	-1	-45	5	23	-4	-4	1
COC(=O)CC1SC(=O)NC1=Nc1ccc(O)cc1 (stereo not drawn)	1	0	16	-2	-2	-3	-10	-1	9	-1
O=S(=O)(N1CCOCC1)N1CCOCC1	-12	0	6	0	-39	-9	6	-11	-1	-2
COc1ccccc1NC(=O)c1oc2ccccc2c1NC(=O)c1ccco1	0	3	1	-3	-15	6	6	-8	-3	2
COc1cccc(CN2CCN(Cc3cccc(Oc4ccccc4)c3)CC2)c1OC	-1	7	-7	0	-14	2	-6	4	-6	2
CCO[C@H]1OC(C(=O)N2CCN(C)CC2)=C[C@@H](c2ccc3c(c2)OCO3)[C@@H]1CCCO	-4	4	19	1	1	5	-6	6	0	1
COc1ccccc1-n1c(CNC(=O)c2cccs2)n[nH]c1=S	-7	2	2	0	-34	3	-26	-14	-1	2
O=C(N/N=C/c1cccc(O)c1)c1ccc(COc2ccc3c(c2)CCC3)o1	·	16	1	·	-94	5	·	·	-4	4
O=C(CCn1c(=O)[nH]c2ccccc2c1=O)N1CCN(c2ccc(Cl)cc2)CC1	-3	-7	3	-5	-35	0	20	-1	0	3
O=C(CN1CCN(c2ccccc2)CC1)Nc1cccc(C(F)(F)F)c1	3	1	-7	-9	-9	1	0	32	-3	-1
COc1ccc(CN2C(=O)c3ccccc3C(/C=N\OCc3ccc(F)cc3)C2=O)cc1 (stereo not drawn)	2	4	0	-1	-34	1	-17	-1	1	3
CCN(CC)CCNC(=O)C1c2cc(OC)c(OC)cc2C(=O)N2CCc3ccccc3C12 (stereo not drawn)	·	2	4	·	-27	6	·	·	-3	·
Cc1onc(-c2ccccc2Cl)c1C(=O)Nc1ccc2c(c1)OCO2	-2	5	-12	5	-27	2	-1	14	5	2
CCOc1cc(CN2CCCC(N3CCN(c4ccc(F)cc4)CC3)C2)ccc1OC (stereo not drawn)	2	0	-2	-12	-2	6	29	7	-7	-2
CCOc1ccc(CCNC(=O)Nc2ccccc2C)cc1OCC	2	1	-2	-6	-14	4	20	-10	-1	-3
COCC(=O)Nc1nc(-c2ccc(-c3ccccc3)cc2)cs1	14	0	-1	7	-95	-8	-220	31	0	1
CC(C)(C)C1CCC(=NNC(=O)c2ccc(Br)o2)CC1 (stereo not drawn)	3	-9	-4	14	-33	0	0	0	-3	-1
CCS/C(N)=N/N=C/c1cc(C)ccc1O	20	3	-4	18	-132	3	-82	34	·	0
COCCN(C(=O)CNC(=O)c1ccco1)C(C(=O)NC1CCCCC1)c1cccnc1 (stereo not drawn)	0	-4	0	8	-10	-6	4	-11	-1	0
CCCn1cc(S(=O)(=O)CC(=O)Nc2ccc(OCC)cc2)c2ccccc21	·	0	0	·	-11	0	·	·	-1	·
Cc1noc(C)c1C(=O)Nc1nnc(CC(C)C)s1	-10	2	-4	0	5	5	-2	-14	-1	-5
CN(C)c1ccc(/C=N/n2cnn(Cc3ccccc3Cl)c2=S)cc1	14	3	-1	-8	7	2	-49	13	0	2
CC(=O)Nc1cccc(Oc2ncnc3scc(-c4ccc(C)cc4)c23)c1	-2	2	1	0	8	-1	-13	-8	·	2
O=C(Cc1ccccc1)N[C@@H](Cc1ccc(O)cc1)C(=O)O	-4	·	·	4	·	·	-8	-13	·	5
CCOC(=O)c1ccc(S(=O)(=O)NCC(C)(C)N2CCOCC2)cc1	3	-3	0	2	-3	0	7	1	6	-1
CCS(=O)(=O)N1Cc2ccccc2CC1C(=O)NCCc1c[nH]c2ccccc12 (stereo not drawn)	4	2	1	1	-4	-2	5	14	-2	3
O=C(c1ccco1)N1CCc2ccccc21	21	-2	-6	9	-55	-5	-97	40	0	5
O=C1CC2(CCN(C(=O)c3c(F)cccc3F)CC2)Oc2ccccc21	-11	·	5	-2	·	·	19	-8	2	2
C/C(=C\C(=O)c1ccc(C)o1)Nc1ccc2c(c1)OCO2	11	-1	6	1	-32	-1	-170	2	0	4
CC(C)c1ccc(NC(=O)COC(=O)[C@H](CCC(N)=O)NC(=O)c2ccc(F)cc2)cc1	1	-4	-4	-2	13	-2	-15	20	-2	1
COc1ccc(C(=O)N/N=c2\oc3ccccc3cc2C(=O)NCc2ccccc2)cc1	-2	6	-2	-2	-10	-7	29	9	0	2
COc1ccc(-c2cc(=O)oc3cc(OC(C)C(=O)NC4CC4)ccc23)cc1 (stereo not drawn)	0	-1	0	5	-5	-7	38	-2	0	-1
COCCn1c(=NC(=O)c2ccco2)sc2cc(C(=O)OC)ccc21	-1	-2	3	8	-15	-2	-6	-1	-2	-1
CCc1ccc(OC(C)C(=O)Nc2ccc(S(=O)(=O)Nc3cc(C)on3)cc2)cc1 (stereo not drawn)	1	3	0	-8	-8	6	17	-15	-5	2
CC(C)NCc1nnc(-c2ccc(Cl)cc2)o1	15	0	-5	-19	13	-3	8	17	-1	1
CCOc1cc(N2CCOCC2)c(OCC)cc1NC(=O)CC12CC3CC(CC(C3)C1)C2	8	3	-4	0	3	1	33	11	-1	-2
CC(=O)Nc1ccc(NC(=O)c2ccccc2CC[N+](=O)[O-])cc1	-1	0	-6	5	-4	2	-1	5	5	2
CC(=O)c1ccc(N2CCN(C(=O)CCS(=O)(=O)c3ccc(C)cc3)CC2)cc1	·	0	0	·	0	1	·	·	0	·
CN1CCCN(S(=O)(=O)c2ccc(Cl)c(Cl)c2)CC1	-4	1	1	-1	5	6	20	-3	·	2
Cc1cc(=O)oc2c(C)c(OC(C)C(=O)NCCN3CCOCC3)ccc12 (stereo not drawn)	-1	3	-6	-6	-12	2	2	-2	0	0
C/C=C1\COC(C(=O)NCc2ccccc2)(C(F)(F)F)C=C1C=C1CCCCC1 (stereo not drawn)	53	·	6	0	·	·	-2	71*	4	-1
CCOc1ccc(C(=O)NCC(=O)N2CCc3ccccc3C2)cc1OCC	-6	2	5	-1	13	-5	-13	-13	0	-1
O=C(COc1ccccc1)NC(NC(=S)Nc1ccccc1O)C(Cl)(Cl)Cl (stereo not drawn)	14	4	-1	3	11	9	-16	6	·	3
O=C(C1CCCN(Cc2ccccc2Cl)C1)N1CCCCC1 (stereo not drawn)	-10	3	1	-1	-30	-4	3	-7	-2	-1
O=C(CSc1nc(O)c(Cc2ccccc2)c(=O)[nH]1)Nc1ccccc1	9	-3	5	-3	-28	1	-4	10	-3	2

The list is partial; the hit share may differ from the screen's.
